# FXIIa inh: human FXIIa protease inhibitors, primary screen, biochemical, 1536-well | AID 800, 2007 | purified FXIIa, Boc-QGR-AMC fluorogenic substrate, 2 h | inhibition, % at 5 µM | 220,000 tested, 0.3% active | Coagulation factor XII (Homo sapiens), P00748; in the data active = inhibition above about 40%;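 note: 0% = enzyme with no compound and 100% = blank without enzyme; many of its hits are not listed in these tables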
# Calpain2 inh: inhibitors of pig calpain II, primary screen, biochemical, fluorogenic peptide substrate, 1536-well | AID 1236, 2008 | purified calpain II, 30 min | inhibition, % at 16 µM | 220,000 tested, 0.37% active;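 active = inhibition above about 50%, limit read from the data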
# PERK inhibitor: block of dimerizer-induced PERK translation repression, primary screen, PERK inhibitor project, CHO PERK-DD cells, SEAP luminescence, HTS. Eukaryotic translation initiation factor 2-alpha kinase 3 (Homo sapiens), Q9NZJ5. CHO PERK-DD fusion, SEAP luminescence translation reporter. AID 1416, 2008. 220,000 tested, 0.17% active. inhibition, % at 5.6 µM;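 active = inhibition above the mean inhibition of all tested compounds plus 3 SD, set separately per screening campaign, cut at about 2.9% in these data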;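 note: PERK kinase domain activated by AP20187 dimerizer at 100 nM; 0% = DMSO with dimerizer and 100% = rapamycin at 8.4 µM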
# KCC2 mod: KCC2 cotransporter modulators, thallium flux, primary screen, cell-based, HEK293 KCC2, FluoZin-2 fluorescence, MLSMR | Solute carrier family 12 member 5 (Homo sapiens), Q9H2X9 | KCC2 cells, thallium flux FluoZin-2 fluorescence | B-score of Tl+ flux slope (higher = more flux/activation; lower = inhibition) at 10 µM | 190,000 tested, 2.2% active | AID 1456, 2008;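 active = thallium flux slope and its plate-corrected score both differing from the plate sample mean at a set confidence after two filtering rounds, in either direction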;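 note: slope of fluorescence scaled to starting intensity during 10 to 20 s after thallium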
# Rad51 HR inh: human RAD51 strand exchange inhibitors, primary screen, biochemical, fluorescence; AID 1385, 2008; inhibition, % at 10 µM; hRad51 DNA strand exchange, fluorescence dequenching; 200,000 tested, 0.085% active; DNA repair protein RAD51 homolog 1 (Homo sapiens), Q06609;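 active = inhibition above 40% at the single screening dose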;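 note: 0% = DMSO control wells and 100% = blanks with heterologous ssDNA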
# Target sequence (Q06609 whole entry, looked up): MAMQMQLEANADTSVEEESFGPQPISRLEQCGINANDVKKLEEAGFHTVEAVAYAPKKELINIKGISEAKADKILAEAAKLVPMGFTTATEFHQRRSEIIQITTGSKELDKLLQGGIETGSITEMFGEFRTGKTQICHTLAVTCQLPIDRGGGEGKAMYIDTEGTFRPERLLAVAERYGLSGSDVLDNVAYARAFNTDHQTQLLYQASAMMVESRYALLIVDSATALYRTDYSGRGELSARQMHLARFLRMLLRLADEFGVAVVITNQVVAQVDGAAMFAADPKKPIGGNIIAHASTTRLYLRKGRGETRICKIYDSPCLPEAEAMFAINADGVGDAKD
#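 Material: hRad51 filaments on single-stranded DNA; Reagent: Donor/quencher-labelled 47-bp dsDNA substrate; Compound: 10 µM final, single point; Schedule: 37 °C 15-min filament assembly, 30-min compound preincubation, 15-min exchange; Technique: FRET fluorescence, excitation 485 nm, emission 520 nm; Benchmarks: control wells and blank wells on each plate.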
# KLK5 inh: human KLK5 protease inhibitors, primary screen, biochemical, 1536-well; Kallikrein-5 (Homo sapiens), Q9Y337; recombinant hK5, fluorogenic AMC substrate cleavage; inhibition, % at 5 µM; 210,000 tested, 0.59% active; AID 873, 2007;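 active = inhibition of 40% or more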;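 note: 0% = enzyme controls without compound and 100% = no-enzyme blanks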
# Furin inhibitor: human furin inhibitors, primary screen, biochemical, fluorescence intensity; P09958; purified furin, fluorogenic substrate cleavage; inhibition, % at 30 µM; 220,000 tested, 0.061% active; AID 463115, 2010; in the data active = inhibition above about 25%; note: inactives centre near -15
# Target sequence (P09958 108-714 limits assumed): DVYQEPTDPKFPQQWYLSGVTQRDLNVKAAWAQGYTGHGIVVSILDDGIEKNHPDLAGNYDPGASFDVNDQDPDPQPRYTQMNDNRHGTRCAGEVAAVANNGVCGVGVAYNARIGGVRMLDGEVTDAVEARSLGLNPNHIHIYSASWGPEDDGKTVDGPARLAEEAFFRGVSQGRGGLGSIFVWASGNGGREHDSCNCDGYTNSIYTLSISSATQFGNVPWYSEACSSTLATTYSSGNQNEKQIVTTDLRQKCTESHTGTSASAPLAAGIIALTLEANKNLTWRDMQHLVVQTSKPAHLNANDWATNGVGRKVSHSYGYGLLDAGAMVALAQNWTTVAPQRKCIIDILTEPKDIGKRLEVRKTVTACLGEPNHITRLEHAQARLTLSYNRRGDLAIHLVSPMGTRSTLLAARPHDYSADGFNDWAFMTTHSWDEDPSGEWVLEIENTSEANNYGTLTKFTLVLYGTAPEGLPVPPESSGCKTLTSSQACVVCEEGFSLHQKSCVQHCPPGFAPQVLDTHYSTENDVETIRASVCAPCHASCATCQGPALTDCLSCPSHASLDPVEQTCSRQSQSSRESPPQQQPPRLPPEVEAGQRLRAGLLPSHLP
# thrombin 1536: human alpha-thrombin inhibitors, primary screen, counter-screen for coagulation protease inhibitor project, biochemical, 1536-well, fluorogenic AMC substrate. Prothrombin (Homo sapiens), P00734. Boc-VPR-AMC fluorogenic substrate cleavage. inhibition, % at 5 µM. 220,000 tested, 0.26% active. AID 1046, 2008;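 active = inhibition at or above 40%; inactive = inhibition below 40%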;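 note: 0% = enzyme with no compound and 100% = wells without enzyme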
#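 System – human alpha-thrombin · Medium – pH 7.5 Tris (50 mM) with NaCl 150 mM, Tween 20 0.05% · Compound – single-point dosing at 5 µM, 0.2% DMSO · Incubation – enzyme reaction carried out at room temperature · Technique – fluorescence of released AMC, ex 355 nm, em 460 nm · Read-out basis – % inhibition of thrombin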
# FXIa inh: human FXIa protease inhibitors, primary screen, biochemical, 1536-well | Coagulation factor XI (Homo sapiens), P03951 | purified FXIa, Boc-Glu-Ala-Arg-AMC fluorogenic substrate | inhibition, % at 5 µM | 220,000 tested, 0.14% active | AID 798, 2007;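 active = inhibition of at least 40%; inactive = inhibition below 40%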;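 note: fluorescence of freed AMC excited at 355 nm; 0% = enzyme without compound and 100% = no enzyme blank; many of its hits are not listed in these tables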
# * hit, by the source's call; i = inactive; · = no result given; & = joins results of further samples; [ ] = dose if it differs, or a comment. This is a subset, so the mix of outcomes need not match the whole.
# Every second line gives: FXIIa inh	Calpain2 inh	PERK inhibitor	KCC2 mod	Rad51 HR inh	KLK5 inh	Furin inhibitor	thrombin 1536	FXIa inh
CCOC(=O)COc1nc2c(c(-c3ccco3)c1C#N)CCc1ccccc1-2
→ -3	14	0.5	-0.084	-5	-11	-14	-8	-2
CC(C)(C)C(=O)Nc1ccccc1C(=O)NCc1cccnc1
→ 6	-19	1.4	-0.08	-3	2	-24	-2	-5
COc1ccc(-n2c(C)cc(C(=O)CN3CCCCC3)c2C)cc1
→ 6	-12	0.2	0.36	10	1	-30	-6	3
COC(=O)CSc1nc2c(c(=O)n(C)c(=O)n2C)n1CCC(C)C
→ 6	33	·	·	-3	-22	·	-8	-4
COC(=O)c1noc(-c2ccc(C)cc2)n1
→ 25	-20	0.5	·	-2	-24	-13[20 µM]	5	-2
Cc1ccccc1Cn1nc(C)c(NC(=O)c2cc(-c3ccco3)on2)c1C
→ 9	2	0.8	-0.0026	15	5	-24	7	-3
CCN(CC)S(=O)(=O)c1ccc(C(=O)NCCSc2c[nH]c3ccccc23)cc1
→ -6	36	-0.8	-0.055	1	-5	-9	-7	-3
O=C(NCC(=O)N(Cc1cccs1)C(C(=O)NC1CCCCC1)c1ccncc1)c1ccco1 (stereo unspecified)
→ 13	-28	0.5	0.25	-3	-9	-21[20 µM]	5	7
Cc1onc(-c2c(Cl)cccc2Cl)c1NC(=O)N(C)N
→ 1	18	-0.6	0.35	·	-3	-11	-9	-2
O=C(NCCN1CCN(C(=O)c2cccs2)CC1)C(=O)Nc1ccc(Br)cc1
→ 13	0	-1.6	0.037	3	0	-4[20 µM]	7	4
CC(C)NC(=O)NC(=O)COC(=O)c1ncc(Cl)c(Cl)c1Cl
→ 13	-2	1.6	-1.1	-192	0	-20	-1	2
Cc1cccc(CSCCNC(=O)CN(c2cc(C)cc(C)c2)S(C)(=O)=O)c1
→ 5	8	-0.6	0.4	·	-1	-1	-4	1
O=C(C1=C[C@H](C2CCCCC2)C[C@H](OCCCCO)O1)N1CCN(Cc2ccc3c(c2)OCO3)CC1
→ 11	-16	-0.1	-0.19	2	0	-29	-6	-1
Cc1ccnc(NC2(C(F)(F)F)N=C(c3ccccc3)NC2=O)c1 (stereo unspecified)
→ -8	2	-0.1	·	3	1	-9[20 µM]	-3	-4
O=[N+]([O-])c1ccc(-c2ccc(C=Nc3cccc4ccccc34)o2)cc1
→ 14	-200	0.2	·	-5	-12	5[20 µM]	1	10
Clc1ccc(-c2nnnn2-c2ccc(Cl)cc2)cc1
→ 5	8	0.3	-0.22	18	-3	-17	-7	-3
CC1=CCC(COC(=O)Nc2ccccc2)CC1 (stereo unspecified)
→ 15	-8	2.0	-1	10	-8	-30	4	8
COc1ccc(S(=O)(=O)N2CCOCC2)cc1NC(=O)Cc1ccccc1Cl
→ 5	16	-0.6	0.33	·	-9	-13	32	3
CCOc1ccc(NC(c2ccccn2)c2oc(CO)cc(=O)c2O)cc1 (stereo unspecified)
→ 8	26	-0.5	1.4	-13	-3	-18	0	3
Cc1ccc2cccc(OCC(=O)c3cc(C)n(Cc4ccco4)c3C)c2n1
→ 4	-2	-0.5	0.12	6	-2	-17	0	-1

# Some of the entries so far, tab-delimited.
Compound	FXIIa inh	Calpain2 inh	PERK inhibitor	KCC2 mod	Rad51 HR inh	KLK5 inh	Furin inhibitor	thrombin 1536	FXIa inh
CC(C)(C)C(=O)Nc1ccccc1C(=O)NCc1cccnc1	6	-19	1.4	-0.08	-3	2	-24	-2	-5
COc1ccc(-n2c(C)cc(C(=O)CN3CCCCC3)c2C)cc1	6	-12	0.2	0.36	10	1	-30	-6	3
COC(=O)CSc1nc2c(c(=O)n(C)c(=O)n2C)n1CCC(C)C	6	33	·	·	-3	-22	·	-8	-4
COC(=O)c1noc(-c2ccc(C)cc2)n1	25	-20	0.5	·	-2	-24	-13[20 µM]	5	-2

# The results go on:
# Every second line gives: FXIIa inh	Calpain2 inh	PERK inhibitor	KCC2 mod	Rad51 HR inh	KLK5 inh	Furin inhibitor	thrombin 1536	FXIa inh
NC(=O)c1ccc(NCC2COc3ccccc3O2)c([N+](=O)[O-])c1 (stereo unspecified)
→ 6	24	-1.2	·	-47	6	-5	0	2
CCn1c(=O)n(Cc2ccco2)c(=N)c2c3c(sc21)COC(C)(C)C3
→ 5	-30	0.0	0.14	5	-19	-4	2	-4
CCCCNCc1nc2ccccc2c(=O)[nH]1
→ 12	-40	0.3	1.1	11	5	-25	-8	0
O=C(NCc1cn2ccccc2n1)c1ccc2c(c1)OCO2
→ 13	3	-1.0	·	2	27	-3[20 µM]	14	21
O=C(/C=C\Nc1cccc(F)c1)c1cccs1
→ 14	-44	-0.4	·	10	-45	-18[20 µM]	3	1
CCOc1ccccc1-c1c2cc(O)c(=O)cc-2oc2cc(O)c(O)cc12
→ 3	-25	0.9	i	-74	-72	-13	-6	0
CCOC(=O)c1ccc(NC(=O)N2CC(C)OC(C)C2)cc1 (stereo unspecified)
→ -1&9	-16&-9	0.8&1.3	1.7&0.33	-1	-14&-3	-25[20 µM]	3	0&1
Cc1nn(-c2ccc(F)cc2)c(Cl)c1/C=C(\CCC(=O)O)c1nc2ccccc2s1
→ 7	11	0.6	-9.4*	0	20	-17[20 µM]	6	3
COCCn1c(SCC(=O)Nc2sccc2C(N)=O)nnc1-c1ccncc1
→ 1	-47	0.5	-0.74	7	-3	-35	5	-3
O=S(=O)(NCc1ccccn1)c1ccc(Cl)c(C(F)(F)F)c1
→ 1	-1	0.4	0.11	-1	-4	-6	-9	-5
COc1ccc(S(=O)(=O)n2nc(OC(=O)c3ccncc3)cc2N)cc1
→ 7	-13	1.3	0.43	-2	1	-33	1	2
COc1ccc(S(=O)(=O)N2CCOC2CNC(=O)C(=O)NCCc2c[nH]c3ccccc23)cc1 (stereo unspecified)
→ 6	-11	-0.6	-0.072	·	-12	-11	-1	6
CCCCN1C(N)=NC[C@@H]1Cc1ccc(O)cc1
→ 9	2	·	-0.4	8	3	-29	-2	1
CCOC(=O)N1CCN(c2cc3[nH]c(=S)[nH]c3cc2F)CC1
→ 5	-65	0.8	·	1	-86	-18[20 µM]	-2	-11
COc1ccc(NC(=O)CSc2nnc(N)s2)cc1
→ 8	-23	2.2	0.51	-4	-3	-22	1	-1
COc1cc(/C(C)=N/NC(=O)CSc2nnc(C)s2)ccc1O
→ 9	11	0.2	-0.006	·	3	-26	-6	5
CC(=O)N(c1cccc(Br)c1)c1nc(C)cc(C)c1C#N
→ 8	-24	0.2	-0.11	·	1	-20	-7	3
N#CC(c1ccc(=O)[nH]n1)c1ccc(Cl)cc1Cl (stereo unspecified)
→ 3	-3	1.3	0.36	5	-7	-33	-3	1
COc1cccc(NC(=O)CCNC(=O)c2ccccc2Cl)c1
→ 9	-12	1.2	-0.39	1	-2	-18	-8	-1
O=C(Nn1c(C2CCCCC2)nc2ccccc2c1=O)c1cc(Cl)ccc1[N+](=O)[O-]
→ 24	-12	1.5	0.16	5	-8	-21	-4	9
O=C(CSc1n[nH]c(=O)[nH]c1=O)c1ccccc1
→ 16	7	0.9	-1.9	7	-14	-30[20 µM]	2	7
Cc1ccc(C(=O)NC(=O)CSc2ncccc2C(=O)O)cc1
→ 13	3	1.2	0.79	·	·	-26	3	1
O=C(C1CC1)N1CCN=C1SCc1ccccc1
→ 8	-14	0.7	0.63	8	-12	-21	-2	3
CCOC(=O)c1cnc(SC)nc1Nc1cccc2ccccc12
→ 4	9	0.7	-0.81	-1	-2	-6[20 µM]	-4	-2
CC(=O)/C(=C\Nc1ccc(OCc2ccccc2)cc1)c1ccccc1
→ 8	22	0.8	·	10	-21	-12[20 µM]	4	-4
COc1ccccc1Nc1nnc(SCC(=O)NC(=O)Nc2ccc3c(c2)OCCO3)s1
→ 16	13	0.3	0.47	5	-13	-4	5	5
N#Cc1c(N2CCN(C(=O)c3ccccc3Cl)CC2)nc(-c2ccccc2)c2c1CCCC2
→ 12	-167	0.6	-0.0045	·	-35	-35[20 µM]	0	4
CCOC(=O)c1ccc(-c2ccc(CO)o2)cc1
→ 0	i	1.9	-0.19	2	-11	-72[20 µM]	-5	-5
CN(Cc1cn(C)nc1-c1ccccc1F)CC1CCCCO1 (stereo unspecified)
→ 5	-25	1.9	·	21	·	-28	-1	-1
Cc1cc(C)n(-c2nnc(NC(C)(C)C)nn2)n1
→ 14	-6	-0.4	0.54	·	-10	-20	2	10
O=c1nccc(Nc2ccccc2)[nH]1
→ 8	-9	0.5	0.088	0	21	-10	-3	-5
COc1ccc(NC(=O)Cn2c(NCC(C)O)nc3ccccc32)cc1Cl (stereo unspecified)
→ 8	-1	0.5	0.41	-4	1	-18	1	12
Cc1ccc(C(=O)NCC(=O)OCC(=O)c2cc(C)n(Cc3ccco3)c2C)cc1
→ 11	17	-0.4	0.1	4	0	-9	-1	7
CCC(=O)Nc1cccc(-c2nc3ccccc3c(=O)o2)c1
→ 18	6	-0.1	-0.17	·	47*	-1	6	13
O=C(COC(=O)Cc1ccc(Cl)cc1)Nc1c(F)cccc1F
→ 4	-10	0.5	-0.96	-1	-5	-15	-1	-7
O=C(c1ccco1)N1CCN(Cc2nc3ccccc3c(=O)n2-c2ccc(F)cc2)CC1
→ 12	-7	-0.5	·	-2	-16	-12[20 µM]	-1	7
O=C(CCCOc1ccccc1)N1CCCc2ccccc21
→ 15	20	-0.1	1.1	-1	2	-5[20 µM]	4	-2
O=C(CN1C(=O)CNC1=O)Nc1cccc(C(F)(F)F)c1
→ 7	-44	0.4	-0.52	-3	-33	-9[20 µM]	0	-8

# Whole records, looked up by structure. Values in the order: FXIIa inh, Calpain2 inh, PERK inhibitor, KCC2 mod, Rad51 HR inh, KLK5 inh, Furin inhibitor, thrombin 1536, FXIa inh
# `Cc1ccc(C(=O)NCC(=O)OCC(=O)c2cc(C)n(Cc3ccco3)c2C)cc1` is entered as 11, 17, -0.4, 0.1, 4, 0, -9, -1, 7
# `N#Cc1c(N2CCN(C(=O)c3ccccc3Cl)CC2)nc(-c2ccccc2)c2c1CCCC2` is entered as 12, -167, 0.6, -0.0045, ·, -35, -35[20 µM], 0, 4
# `O=c1nccc(Nc2ccccc2)[nH]1` is entered as 8, -9, 0.5, 0.088, 0, 21, -10, -3, -5

# Bioassay records deposited in PubChem BioAssay by several laboratories.
